Screens: PubChem BioAssay, several laboratories
TRPC6 act – mouse TRPC6 channel activators, primary screen, cell-based, HEK293, membrane potential dye. Short transient receptor potential channel 6 (Mus musculus), Q61143. HEK293-TRPC6 membrane potential dye fluorescence; stronger effect = higher value. B-score at 10 µM. 310,000 compounds, 0.13% hits. AID 2550, 2010;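 active = B-score of the integrated fluorescence ratio above library mean plus 3 SD, and starting fluorescence ratio within library mean plus 5 SD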;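 note: higher score means more depolarization so channel activation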
HDAC3 inhib – HDAC3 deacetylase inhibitors, primary screen, biochemical, fluorescence, cell-free homogeneous; recombinant HDAC3, fluorogenic peptide/trypsin coupled; AID 2718, 2010; 320,000 compounds, 0.15% hits; Histone deacetylase 3 (Homo sapiens), O15379; inhibition, % at 8.3 µM; in the data active = inhibition above about 26%, passing the limit was not always enough
MrgX1 antagonist – antagonists of human MrgX1 receptor, primary screen, HEK293 cells, Fluo-4 calcium flux. Mas-related G-protein coupled receptor member X1 (Homo sapiens), Q96LB2. BAM8-22 antagonism; stronger effect = lower value. B-score at 10 µM. 310,000 compounds, 1.3% hits. AID 588676, 2011;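 active = calcium-response B-score plate-corrected more than 3 library SD below zero, starting fluorescence within 5 deviations, no agonist response on first addition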;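 note: peak minus trough fluorescence over baseline after final BAM8-22 challenge near maximal dose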
SKKanGAS inh – S. pyogenes SKKanGAS growth inhibitors in kanamycin, primary screen, streptokinase expression inhibitor project, SKKanGAS strain, BacTiter-Glo luminescence; 6 h; inhibition, % at 7.5 µM; 300,000 compounds, 1.3% hits; AID 1662, 2009;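 active = mean replicate score, as percent of positive control median, at least 50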;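 note: strain carries kanamycin resistance gene driven by streptokinase promoter and grows in 40 µg/ml kanamycin; loss of luminescence reflects streptokinase promoter inhibition or plain growth inhibition; 0% = median of DMSO wells and 100% = positive control at its reference dose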
MrgX1 agonist – agonists of human MrgX1 receptor, primary screen, HEK293 cells, Fluo-4 calcium flux; Fluo-4 calcium fluorescence, agonist mode; stronger effect = higher value; AID 588627, 2011; 310,000 compounds, 0.44% hits; Mas-related G-protein coupled receptor member X1 (Homo sapiens), Q96LB2; B-score at 10 µM;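 active = calcium response B-score plate-corrected fluorescence ratio at least 3 library SD, with starting fluorescence B-score inside 5 SD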
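Test system: HEK293 cells stably expressing human MrgX1 receptor; amount: 15,000 cells per well; doses: compound delivered in addition one of three; times: overnight plating before 1 h dye loading; detection: Fluo-4 NW calcium-flux fluorescence, kinetic read; read-out basis: B-scored fluorescence response ratio; controls: positive and negative controls per plate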
MrgX1 allo act – positive allosteric modulators of MrgX1, primary screen, HEK293 cells, Fluo-4 calcium flux | 310,000 compounds, 0.63% hits | Mas-related G-protein coupled receptor member X1 (Homo sapiens), Q96LB2 | FDSS; stronger effect = higher value | AID 588675, 2011 | B-score at 10 µM;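 active = plate-corrected calcium response at least 3 library SD above typical, normal starting fluorescence, not activating the receptor alone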;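 note: compound read alongside a low EC10 to EC30 dose of BAM8-22 agonist; peak minus trough fluorescence over baseline measured at the second addition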
TRPC6 inh – mouse TRPC6 channel inhibitors, primary screen, cell-based, HEK293, membrane potential dye; 310,000 compounds, 1.1% hits; ACh-evoked depolarization; stronger effect = lower value; Short transient receptor potential channel 6 (Mus musculus), Q61143; B-score at 10 µM;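 active = B-score under library mean minus 3 SD, initial fluorescence not abnormally high, positive integrated signal ratio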;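 note: B-score derived from integrated fluorescence ratio over the kinetic read; more negative B-score means stronger inhibition of depolarization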
ANO1 block – TMEM16A chloride channel inhibitors, primary screen, cell-based, HTS. Anoctamin-1 (Mus musculus), Q8BHY3. HEK293 TMEM16A/YFP iodide influx fluorescence, ionomycin. 310,000 compounds, 1.2% hits. normalized B-score (activity score, 25-100; higher = stronger inhibition) at 10 µM;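 active = ratio plate-corrected score three or more library SD toward inhibition, starting fluorescence score within five deviations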;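 note: score derived from kinetic fluorescence span divided by baseline fluorescence per well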
Target sequence (Q8BHY3 whole entry, looked up): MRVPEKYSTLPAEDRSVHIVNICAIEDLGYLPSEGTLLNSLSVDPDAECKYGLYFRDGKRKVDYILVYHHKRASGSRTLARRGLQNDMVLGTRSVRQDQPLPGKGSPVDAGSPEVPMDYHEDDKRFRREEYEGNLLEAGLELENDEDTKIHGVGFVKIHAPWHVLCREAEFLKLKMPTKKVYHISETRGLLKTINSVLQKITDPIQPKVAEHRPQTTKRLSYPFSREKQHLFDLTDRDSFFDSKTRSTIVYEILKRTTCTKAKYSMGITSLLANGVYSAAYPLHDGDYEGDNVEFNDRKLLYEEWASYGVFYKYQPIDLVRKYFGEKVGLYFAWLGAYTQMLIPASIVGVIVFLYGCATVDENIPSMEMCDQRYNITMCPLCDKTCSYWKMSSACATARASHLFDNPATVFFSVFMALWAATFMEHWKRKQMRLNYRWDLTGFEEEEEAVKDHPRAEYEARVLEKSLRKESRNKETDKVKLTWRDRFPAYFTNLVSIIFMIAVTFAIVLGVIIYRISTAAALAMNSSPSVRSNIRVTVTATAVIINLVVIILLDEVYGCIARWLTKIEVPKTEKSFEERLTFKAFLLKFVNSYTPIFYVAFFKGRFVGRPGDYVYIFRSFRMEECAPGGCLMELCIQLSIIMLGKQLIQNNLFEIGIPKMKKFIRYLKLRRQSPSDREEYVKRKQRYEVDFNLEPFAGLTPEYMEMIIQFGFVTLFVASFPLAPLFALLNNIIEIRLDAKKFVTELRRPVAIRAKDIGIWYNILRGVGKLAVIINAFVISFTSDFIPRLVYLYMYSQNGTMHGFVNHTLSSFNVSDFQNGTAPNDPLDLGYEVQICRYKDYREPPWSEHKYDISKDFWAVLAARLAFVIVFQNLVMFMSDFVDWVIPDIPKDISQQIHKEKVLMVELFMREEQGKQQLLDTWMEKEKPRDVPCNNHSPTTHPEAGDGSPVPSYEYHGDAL
RGS4 block – RGS4 inhibitors, primary screen, cell-based, HEK293 M3R inducible RGS4, calcium flux; B-score at 10 µM; 310,000 compounds, 0.45% hits; Fluo-4 calcium flux; stronger effect = higher value; triggered by carbachol at its EC20;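 active = B-score, a plate-corrected calcium signal, over three deviations above library mean, with baseline fluorescence within five deviations of library mean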;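 note: RGS4 expression induced by doxycycline in cells with stable M3 receptor; B-score is computed from the integrated fluorescence ratio over baseline after carbachol; higher B-score means a larger calcium signal and so more RGS4 inhibition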
RGS4 act – RGS4 potentiators or activators, primary screen, cell-based, HEK293 M3R inducible RGS4, calcium flux; 310,000 compounds, 0.92% hits; AID 463111, 2010; B-score at 10 µM; carbachol calcium flux Fluo4; stronger effect = lower value;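 active = B-score of the integrated calcium signal more than 4 SD below the library mean, with starting fluorescence not abnormally high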;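 note: negative B-score means reduced calcium response which marks RGS4 activation or potentiation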
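Test system: HEK293 cells with stable M3R and inducible RGS4; also added: carbachol at ECmax as muscarinic agonist stimulus; schedule: dye loading 30 min 37 °C, buffer rest 30 min RT; technique: kinetic calcium fluorescence imaging with Fluo4-AM dye, 2 µM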
ANO1 activ – TMEM16A chloride channel activators or potentiators, primary screen, cell-based, HTS; B-score at 10 µM; AID 623877, 2012; 340,000 compounds, 0.3% hits; Anoctamin-1 (Mus musculus), Q8BHY3; HEK293 TMEM16A/YFP-H148Q/I152L, iodide quench fluorescence; stronger effect = lower value;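 active = fluorescence-ratio B-score plate-corrected deviation score at least 3 library SD below zero, with starting fluorescence score within 5 deviations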;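 note: channel opened by trigger with iodide after compound preincubation; score built on the fluorescence ratio of max minus min over baseline; more negative score means more quench and so TMEM16A activation or potentiation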
Numbers without * were called inactive; i = inactive; . = not tested or not shown. This is a random part of the collection (roughly 6.7% active in at least one column).

No.	molecule	TRPC6 act	HDAC3 inhib	MrgX1 antagonist	SKKanGAS inh	MrgX1 agonist	MrgX1 allo act	TRPC6 inh	ANO1 block	RGS4 block	RGS4 act	ANO1 activ
1	Cc1csc(C(=O)NCC(=O)NNC(=O)c2cccc(Cl)c2)c1	i	4	i	-4	i	i	i	i	i	i	i
2	CCn1nc(CC(C)C)cc1C(=O)N1CCCC(Nc2ccc(F)cc2)C1 (stereo not drawn)	i	-2	i	15	i	i	i	i	i	i	i
3	Cc1ccc(C)c(NC2=C(Cl)C(=O)OC2OC(=O)c2ccco2)c1 (stereo not drawn)	i	2	i	3	i	i	i	i	i	i	i
4	O=C(Cc1cccs1)N1CCN=C1SCc1cccc(F)c1	i	4	i	8	i	i	i	i	i	i	i
5	S=c1[nH]nc(-c2cccc3ccccc23)n1-c1cccnc1	i	8	i	1	i	i	i	i	i	i	i
6	O=C(COC(=O)Cc1ccc(F)cc1)NC(=O)c1ccccc1	i	-6	i	-2	i	i	i	i	i	i	i
7	COc1ccc(NC(=S)N(Cc2cccc(Br)c2)CC2CCC(C(=O)O)CC2)cc1 (stereo not drawn)	i	2	i	-9	i	i	i	i	i	i	i
8	COCc1nnc(NS(=O)(=O)c2ccc(C)cc2)s1	i	.	i	12	i	i	i	i	i	i	i
9	CCOC(=O)C1=C(C)Nc2nc3ccccc3n2C1c1ccc(O)cc1 (stereo not drawn)	i	-5	i	-6	i	i	i	i	i	i	i
10	COc1ccccc1CNC(=O)c1sccc1-c1ccccc1	i	9	i	1	i	i	i	i	i	i	i
11	Cc1cc(C)n2cc(CSc3nnc(-c4ccccc4)o3)nc2n1	i	-1	i	-1	i	i	i	i	i	i	i
12	Cc1nc(-c2ccc(S(=O)(=O)Oc3ccc(Cl)cc3Cl)s2)cs1	i	3	i	12	i	i	i	i	i	-8.4*	i

The final two entries of the section before are carried over, then new ones follow.
No.	molecule	TRPC6 act	HDAC3 inhib	MrgX1 antagonist	SKKanGAS inh	MrgX1 agonist	MrgX1 allo act	TRPC6 inh	ANO1 block	RGS4 block	RGS4 act	ANO1 activ
11	Cc1cc(C)n2cc(CSc3nnc(-c4ccccc4)o3)nc2n1	i	-1	i	-1	i	i	i	i	i	i	i
12	Cc1nc(-c2ccc(S(=O)(=O)Oc3ccc(Cl)cc3Cl)s2)cs1	i	3	i	12	i	i	i	i	i	-8.4*	i
13	ONC(=Nc1cccc(C(F)(F)F)c1)c1cccnc1	i	6	i	-6	i	i	i	i	i	i	i
14	Cc1ccc(-n2nnc3c(SCC(=O)NCc4ccco4)ncnc32)cc1	i	3	i	3	i	i	i	i	i	i	i
15	CN(C)CCn1c(=S)[nH]c2ccc(Cl)cc2c1=O	i	-4	-7.5*	-8	i	i	i	i	i	i	i
16	NS(=O)(=O)c1ccc(CCNC(=O)Cc2ccc(S(=O)(=O)N3CCCC3)s2)cc1	i	0	i	-5	i	i	i	i	i	i	i
17	CC1C2CC(C/C2=N/NC(=O)c2cccs2)C1(C)C (stereo not drawn)	i	6	i	6	i	8.7*	i	i	i	i	i
18	Cc1ccc(C(=O)NCc2ccncc2)cc1S(=O)(=O)N1CCOCC1	i	10	i	-6	i	i	i	i	i	i	i
19	COc1ccc([N+](=O)[O-])cc1NS(=O)(=O)c1cccc(C(=O)O)c1	i	-9	i	-7	i	i	i	i	i	i	i
20	CC(C(=O)Nc1ccc(S(=O)(=O)Nc2ncccn2)cc1)N1C(=O)c2ccccc2S1(=O)=O (stereo not drawn)	i	-2	i	1	i	i	i	i	i	i	i
21	COc1ccc(/C=N/NC(=O)c2nnn(-c3nonc3N)c2CN(C)C2CCCCC2)cc1	i	-1	i	19	i	i	i	i	i	i	i
22	Oc1cc(O)c2c(c1)O[C@H](c1ccc(O)c(O)c1)[C@H](O)C2	i	-1	i	0	i	i	i	i	i	i	i
23	Cc1ccc(S(=O)(=O)N2CCCCC2)cc1C(=O)N(CCc1ccccc1)Cc1ccccc1	i	3	i	-4	i	i	i	i	i	i	i
24	O=C1C2C3C=CC(C3=C(c3ccccc3)c3ccccc3)C2C(=O)N1CCO (stereo not drawn)	i	2	i	5	i	i	i	i	i	i	i
25	O=C(N/N=C/c1ccc([N+](=O)[O-])cc1)c1c[nH]c2ccccc12	i	3	i	-13	i	i	i	i	i	i	i
26	Cc1ccccc1N(CC(=O)N1CCCC1)S(=O)(=O)c1ccc(Cl)cc1	i	8	i	6	i	i	i	i	i	i	i
27	CCCCC(CCC(=O)O)(C(=O)OCC)c1csc(N)n1 (stereo not drawn)	i	0	i	-1	i	i	i	i	i	i	i
28	OCCC1CN(Cc2c(F)cccc2Cl)CCN1C1CCCCC1 (stereo not drawn)	i	-5	i	1	i	i	i	i	i	i	i
29	O=S1(=O)C[C@@H](O)[C@@H](Nc2ccccc2)C1	i	2	i	-4	i	i	i	i	i	i	i
30	CCOC(=O)c1cc(C)n(Cc2cccc(OC)c2OC)c1C	i	-1	i	5	i	i	i	25*	i	i	i
31	Cc1ccc(NC(=O)CNc2ccc(N3CCOCC3)cc2)cc1S(=O)(=O)N(C)C	i	-7	i	-5	i	i	i	i	i	i	i
32	O=C(CSc1nnc2nnc3ccccc3n12)N1CCOCC1	i	-6	i	1	i	i	i	i	i	i	i
33	CC(C(=O)NC1C(=O)N2C(C(=O)O)=C(CSc3nnnn3C)CSC12)n1cc(Br)cn1 (stereo not drawn)	i	4	i	97*	i	i	i	i	i	i	i
34	Cc1cc(C(=O)Oc2cccnc2)ccc1[N+](=O)[O-]	i	5	i	4	i	i	i	i	i	i	i
35	O=C(Cc1n[nH]c(=O)c2ccccc12)NCc1ccccc1	i	-10	i	-2	i	i	i	i	i	i	i
36	Nc1nnc(CSCc2ccc(Cl)cc2Cl)s1	i	1	i	-8	i	i	i	i	i	i	i
37	CC(O)CNc1nc2c(c(=O)n(C)c(=O)n2C)n1Cc1cccc(C(F)(F)F)c1 (stereo not drawn)	i	6	i	-12	i	i	i	i	i	i	i
38	CCCc1cc(=O)oc2c(C)c(OCC(=O)N3CCC(C(N)=O)CC3)ccc12	i	-6	i	-4	i	i	i	i	i	i	i
39	NC(=O)CNC(=O)C1CCCc2c1[nH]c1ccc(Cl)cc21 (stereo not drawn)	i	6	i	-7	i	i	i	i	i	i	i
40	Cc1ccc(Cl)c(OC(=O)C2CSC3(C)CCC(=O)N23)c1 (stereo not drawn)	i	8	i	-14	i	i	i	i	i	i	i
41	CC(Oc1ccccc1)C(=O)N=C1SC2CS(=O)(=O)CC2N1Cc1ccccc1 (stereo not drawn)	i	1	i	-1	i	i	i	i	i	i	i
42	CCc1ccc(NC(=O)c2nc(S(=O)(=O)Cc3ccccc3)ncc2Cl)cc1	i	-2	i	46	i	i	i	i	i	i	i
43	Cc1ccc(-c2nn(-c3ccccc3)cc2/C=C2\SC(=S)N(CCCCCC(=O)O)C2=O)o1	i	32*	i	103*	i	i	i	i	i	-7.9*	i
44	O=C(Nc1ccc2oc(=O)ccc2c1)c1ccc(-c2cccc(Cl)c2)o1	i	1	i	7	i	i	i	i	i	i	i
45	Cc1[nH]c(C)c2c(=O)[nH]ncc12	i	-4	i	1	i	i	i	i	i	i	i
46	Cc1ccc(C2NC(=NCc3ccccc3)Nc3nc(C)cc(=O)n32)cc1 (stereo not drawn)	i	0	i	0	i	i	i	i	i	i	i
47	CCOc1cc(CNCc2cccs2)ccc1OCC(=O)NC(C)(C)C	i	1	i	5	i	i	i	i	i	i	i
48	Cc1nn(C)c(C)c1NC(=O)c1ccnn1C	i	1	i	-5	i	i	i	i	i	i	i
49	Cc1nnc(NC(=O)C2CCCN2S(=O)(=O)c2ccc(Cl)cc2)s1 (stereo not drawn)	i	-4	i	-5	i	i	i	i	i	i	i
50	CCN(CC)S(=O)(=O)c1ccc(=O)[nH]c1	i	-1	i	-2	i	i	i	i	i	i	i
51	COC(=O)[C@H](CC(C)C)NC(=O)Nc1ccc2c(c1)OCCO2	i	-2	i	3	i	i	i	i	i	i	i
52	O=C(O)c1ccnc(C(=O)O)c1	i	0	i	-14	i	i	i	i	i	i	i
53	CCO[C@H]1OC(C(=O)NC2CC2)=C[C@@H](c2coc3ccccc3c2=O)[C@@H]1CCCO	i	-2	i	0	i	i	i	i	i	i	i
54	O=C(O)CC1=C(O)C(=O)N(c2ccccc2)C1c1ccccc1 (stereo not drawn)	i	-1	i	5	i	i	i	i	i	i	i
55	Clc1ccccc1N1CCN(Cc2ccc(Br)o2)CC1	i	-1	i	1	i	i	i	i	i	i	i
56	Cc1ccc(-n2c(C)cc(/C=N/NC(=O)CC3(C)OCCO3)c2C)cc1	i	10	i	5	i	i	i	i	i	i	i
